Imprint erasure = qHTS Assay for Compounds that Induce Erasure of Genomic Imprints; mouse ES Peg3-LacZ reporter, beta-gal luminescence, 40 h; Potency, µM (titrated, usually from 60.7 µM), for the others: at the top dose activity change, positive = activation, most hits filed as activators; hit rate 0.02% among 110,000;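 also: 0% = negative control wells on the plate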
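Readout: BetaGlo luminescence (5 min, room temp) for LacZ from the normally silent maternal Peg3 allele in female Peg3LacZ-Neo ES cells. Cells 300/well, 40 h, 37C, 5% CO2. Data normalized per plate to negative controls.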
p53ts 32C kill = qHTS Screen for Compounds that Selectively Target Cancer Cells with p53 Mutations: Cytotoxicity of p53ts Cells at the Permissive Temperature; H1299-p53A138V at 32C, ATP luminescence viability, 24 h; Potency, µM (top dose mostly 46.1 µM), inactives show at the top dose activity change, negative = cytotoxicity, usual class: cytotoxic; hit rate 0.93% among 130,000; AID 924, 2007;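 also: 0% = DMSO and -100% = full killing by reference compound; nearly all actives have a fitted effect of over 55% in size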
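ATP-content luminescence (ATPlite) read-out after 24 h compound exposure at 32C in H1299-p53A138V cells (600/well). Tested up to 46 uM. Normalized to DMSO (0%) and 100 uM tamoxifen (100% killing); Hill-fit AC50.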
p53ts 39C kill = qHTS Screen for Compounds that Selectively Target Cancer Cells with p53 Mutations: Cytotoxicity of p53ts Cells at the Nonpermissive Temperature | AID 902, 2007 | H1299-p53A138V viability at 39C, ATP luminescence, 24 h | hit rate 1.5% among 130,000 | Potency, µM (top dose mostly 46.1 µM), inactives show at the top dose activity change, negative = cell killing, usual class: cytotoxic; also: nearly all actives have a fitted effect of over 55% in size
IkB signaling = IkB Signaling. hit rate 0.04% among 110,000. Potency, µM (top dose mostly 57.1 µM), for inactives: at the top dose IkBa stabilization activation. ABC-DLBCL IkBa-CBG/CBR dual luciferase ratio, 4 h; response scale: scaled: untreated 0%, proteasome inhibitor 100%; active = well fitted curve in the direction sought with a large enough effect in the signal ratio, not every such curve was filed as active; inconclusive = small, poorly fitted or top-dose-only effect, or a change in a side signal; the % refers to the signal ratio;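 also: the direction sought is a rising ratio; 0% = basal untreated cells and 100% = reference inhibitor full response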
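In this assay, an IκBα–CBG68 fusion accumulates when IKK-driven degradation is blocked; native CBR normalizes for cell number. OCI-Ly3 cells were treated 4 h with compound and doxycycline, then green and red light read after Chroma-Glo addition.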
An asterisk follows results filed as active; ? = inconclusive; . = not tested or not shown; [ ] = another dose, or the depositor's remark. Unless noted, calls follow the shape of the dose curve; as a rule, active = well fitted curve in the direction sought with a large enough effect; inconclusive = small, poorly fitted or top-dose-only effect, or another doubt; inactive = no such curve, though single readings can be large; an effect the other way counts as inactive or inconclusive. Unless noted, % is scaled to controls: 0 for no effect and ±100 for the full control effect; potency is read from the fitted curve at half-maximal effect.

molecule	p53ts 39C kill	p53ts 32C kill	Imprint erasure	IkB signaling
CC12CC(NC(=O)N1Cc1ccccc1)c1ccccc1O2 (configuration not stated)	6%	4%	-7%	-0.2%
Cc1cccc(NC(=O)c2cc3c(C)nn(-c4ccccc4)c3s2)c1	-16%	3%	-10%[10.9 µM]	?
CCn1c(=O)c(C(=O)Nc2ccccc2C)c(O)c2ccccc21	-1%	-6%	.	.
O=c1cc(CN2CCN(c3ccccc3)CC2)c2cc(O)c(-c3ccccc3)cc2o1	-6%	-8%	-2%	-0.9%
Cc1nc(Nc2ccc3c(c2)OCCO3)c2nnn(Cc3ccccc3Cl)c2n1	19%	9%	-11%	7.7%
COc1ccc(NC(=O)CCNS(=O)(=O)c2ccc3c(c2)CCN3C(=O)C2CC2)cc1Cl	-1%	5%	-16%[10.9 µM]	-2.5%
Cc1ccc(OCC(=O)NCc2ccco2)cc1C	6%	5%	-9%	?
CCN(CC)CCNc1nc2c(c(=O)[nH]c(=O)n2C)n1CC(O)COc1ccc(Cl)cc1Cl (configuration not stated)	-10%	-8%	-2%	0.5%
Cc1c(CN2CCC(C)CC2)c(=O)n(-c2ccccc2)n1C	15%	-2%	-4%	-1.0%
Cc1ccc(-c2nnc(CSc3nncn3N)o2)cc1	-5%	-5%	-10%	-0.8%

Already shown: 2 of the compounds above.
molecule	p53ts 39C kill	p53ts 32C kill	Imprint erasure	IkB signaling
Cc1c(CN2CCC(C)CC2)c(=O)n(-c2ccccc2)n1C	15%	-2%	-4%	-1.0%
Cc1ccc(-c2nnc(CSc3nncn3N)o2)cc1	-5%	-5%	-10%	-0.8%

Next results follow:
molecule	p53ts 39C kill	p53ts 32C kill	Imprint erasure	IkB signaling
Cc1nc(N2CCCC2)ncc1C(=O)NCc1ccccc1Cl	-6%	2%	6%[10.9 µM]	0.5%
COc1ccc(C2(C(=O)O)CCCC2)cc1	8%	0%	-3%	1.3%
COc1ccc2c(CNCc3cccs3)c(C(=O)O)n(Cc3ccccc3)c2c1	-13%	9%	-13%[10.9 µM]	?
CC1CN(C(=O)c2ccccc2)OC(c2ccc3c(c2)OCO3)O1 (configuration not stated)	1%	7%	-5%	0.7%
CC1CCc2nn(CC(=O)NCc3ccc(F)cc3)cc2C1 (configuration not stated)	-8%	3%	-18%	0.6%
CCOc1ccc(CC(=O)Nc2c(C(=O)Nc3ccc(OC)cc3OC)oc3ccccc23)cc1	-9%	-13%	-16%[10.9 µM]	-0.3%
N#Cc1c(-n2ncnc2-c2cccc(Br)c2)sc2c1CCCCC2	-24%	2%	-12%[10.9 µM]	?
CCOc1ccccc1N/C=C/C(=O)C(C)(C)C	17%	0%	-3%	-0.1%
COc1ccc(-c2nn(-c3ccc(C)cc3)c3c2cnc2ccc(C)cc23)cc1OC	-7%	0%	-6%[10.9 µM]	-0.8%
CN(C(=O)c1ccc2c(c1)N(Cc1ccccc1F)C(=O)c1ccccc1S2)C1CCCCC1	4%	32%[activator]	6%[10.9 µM]	?
Cc1ccc(-n2c(=O)c3ccc(C(=O)NCc4ccccc4Cl)cc3n(CC(N)=O)c2=O)cc1	?	-17%	4%[10.9 µM]	3.0%
COc1ccc(-n2nnc(C(=O)Nc3ccccc3F)c2N)cc1	18%	-15%	-35%[inhibitor][10.9 µM]	?
CCNC(=O)NC(=O)COC(=O)c1ccccc1SCC(=O)NC(=O)NCC	?	?	-92%[inhibitor]	?
O=C(Nc1ccccc1Cl)c1ccc2c(c1)N(Cc1ccc(F)cc1)C(=O)CS2=O (configuration not stated)	2%	5%	-24%	0.4%
COc1ccc(Nc2cc(C(=O)NCc3ccccc3)c3ccccc3n2)cc1OC	16%	4%	8%[10.9 µM]	-0.8%
COc1ccc(C(=O)N2CCC3(CC2)CN(c2ccccc2)C3)cc1	-7%	-8%	.	0.5%[11.4 µM]
COc1ccc(/C=N/NC(=S)Nc2cccc(C(=O)O)c2)cc1OC	?	?	.	.
CCCOC(=O)Nc1ccccc1C(N)=O	0%	5%	-9%	-0.4%
COc1ccccc1C(=O)N1CCN(C(=O)COc2cccc(C)c2)CC1	8%	-7%	.	-2.7%
COc1cc2c(C#N)c(N3CCOCC3)nc(N)c2c(N)n1	-13%	-13%	-17%	-0.3%

Part of the list above, showing only p53ts 39C kill and Imprint erasure.
SMILES | p53ts 39C kill | Imprint erasure
CCOc1ccc(CC(=O)Nc2c(C(=O)Nc3ccc(OC)cc3OC)oc3ccccc23)cc1 | -9% | -16%[10.9 µM]
N#Cc1c(-n2ncnc2-c2cccc(Br)c2)sc2c1CCCCC2 | -24% | -12%[10.9 µM]
CCOc1ccccc1N/C=C/C(=O)C(C)(C)C | 17% | -3%
COc1ccc(-c2nn(-c3ccc(C)cc3)c3c2cnc2ccc(C)cc23)cc1OC | -7% | -6%[10.9 µM]

(list continues)
molecule	p53ts 39C kill	p53ts 32C kill	Imprint erasure	IkB signaling
Cc1nnc(C)n1/N=C/C=C/c1ccccc1	0%	2%	-5%	-0.7%
CCCS(=O)(=O)C(=C1NCCO1)S(=O)(=O)CCC	5%	1%	-11%	0.1%
O=c1oc2c3c(ccc2c2ccccc12)OCN(Cc1ccccc1Cl)C3	-1%	3%	-7%[10.9 µM]	-0.2%
CCOc1ccccc1NC(=O)CSc1cc(=O)n(CC)c2ccccc12	-3%	3%	-4%[10.9 µM]	?
Cc1ccc(C)c(Cn2c(=O)n(-c3ccc(Cl)cc3)c(=O)c3c(C)c(C)sc32)c1	52%[activator]	-1%	-5%[10.9 µM]	0.5%
Fc1ccc(NCc2nnc3n2CCCCC3)cc1Cl	9%	7%	-6%[10.9 µM]	-0.3%
C1CN(c2nc3nonc3nc2N2CCOCC2)CCO1	8%	0%	-11%	0.1%
O=S(=O)(NCCc1csc2nc(-c3ccccc3)nn12)c1ccc(Cl)s1	-7%	-7%	-7%[10.9 µM]	0.3%
Cc1ccc(CNC(=O)c2cc(S(=O)(=O)N3CCCCCC3)cn2C)cc1	-2%	4%	-4%[10.9 µM]	1.7%
Cc1cc(NC(=O)CSc2nc(-c3ccccc3)cs2)no1	12%	5%	-11%	12%
CC(=O)N1CCCc2cc(S(=O)(=O)N3CCCC(C(=O)NCc4ccc(C)cc4)C3)ccc21 (configuration not stated)	0%	-2%	-15%[10.9 µM]	?
CCOC(=O)C1CCN(C(=O)CSC2=NCCS2)CC1	-7%	-3%	-2%	-1.9%
COc1ccc2c(c1)NC(c1ccc(F)cc1)=NC(c1ccc(F)cc1)=N2	?	5%	-9%[10.9 µM]	6.0%
COc1ccc(OCC(=O)c2c(O)c3ccccc3oc2=O)cc1	2%	-6%	-13%	9.8%
CCOC(=O)C1CCCN(C(=O)Cn2ncc3c(C)n(Cc4ccc(Cl)cc4)c(C)c3c2=O)C1 (configuration not stated)	3%	2%	-13%[10.9 µM]	?
COc1ccc(-c2noc(CCC(=O)NC3CCCCC3)n2)cc1OC	12%	-2%	-9%	-0.3%
COc1ccc(CCNC(=O)CCCCn2c(=O)c3ccccc3n(Cc3ccccc3)c2=O)cc1OC	-17%	3%	-4%[10.9 µM]	?
Cc1cccc(CN2CCC(CNC(=O)C3CCCN(S(=O)(=O)c4cnc[nH]4)C3)CC2)c1 (configuration not stated)	-17%	0%	-19%	0.1%
CCOc1cc2[nH]c(=S)n(CCOC)c(=O)c2cc1OCC	4%	3%	-5%	1.3%
CCN1CCCC1CNC(=O)CSCc1nc(-c2ccccc2C)oc1C (configuration not stated)	-11%	-2%	-9%	1.9%
COc1ccc(-c2cc(C(=O)Nc3cc(OC)c(OC)c(OC)c3)no2)cc1OC	-8%	6%	0%	1.2%
CO[C@H]1COC(=O)[C@@H](Cc2ccccc2)NC(=O)[C@@H](C)COC(=O)CCC[C@@H]1C	-14%[9.22 µM]	8%[9.22 µM]	.	.
O=C(O)c1ccccc1OCCOCCOc1ccccc1C(=O)O	6%	0%	-5%	0.3%
CC(=O)OC[C@@H]1O[C@@H](O/N=C2/C[C@@H](O)[C@@H](O)[C@@H]3[C@@H]4C(=O)N(C[C@@H]5CCCO5)C(=O)[C@H]4CC[C@@H]23)[C@H](OC(C)=O)[C@H](OC(C)=O)[C@@H]1OC(C)=O	1%[9.22 µM]	-6%[9.22 µM]	.	.
CCn1c(CNC(=O)c2cccs2)nnc1SCC(=O)NCCc1ccccc1	7%	6%	9%	1.5%
O=C(NCC(c1ccc(Cl)cc1)N1CCCCC1)c1ccccc1F (configuration not stated)	-20%	-7%	14%[10.9 µM]	0.5%
CCC(=O)N1C(C(=O)N2CCCC2)CSC1c1ccc(OC)cc1 (configuration not stated)	0%	2%	-7%	-1.3%
COc1ccccc1C1/C(=C(/O)c2ccccc2)C(=O)C(=O)N1CC(C)C (configuration not stated)	-2%	-7%	6%	-5.2%
COc1ccc(N2CCN(C(=O)c3cccn3-c3nnc(N4CCCC4)s3)CC2)cc1	-12%	3%	-10%[10.9 µM]	-1.0%
O=C(NO)C1CC2C=CC1C2 (configuration not stated)	-4%	0%	-3%	-1.6%
CCOC(=O)c1cc2c(=O)n3ccccc3nc2n(Cc2ccco2)c1=NC(=O)c1ccc(OC)cc1	-12%	-7%	-14%[10.9 µM]	?
Cc1cc(C)cc(NC(=O)c2cccc(N3CCCS3(=O)=O)c2)c1	9%	-11%	-12%[10.9 µM]	-0.7%
COC(=O)[C@H]1C[C@@H]1[C@H](NC(=O)c1cccnc1)c1ccccc1	-6%	0%	8%	.
CCc1ccc(C(=O)c2cn(CC(=O)Nc3cc(OC)ccc3OC)c3ccc(Cl)cc3c2=O)cc1	-28%	4%	-13%[10.9 µM]	?
Cc1ccc(NC(=O)Cn2c(=O)n(Cc3ccccc3)c(=O)c3sc4ccccc4c32)cc1	-5%	-4%	11%[10.9 µM]	1.0%
Cc1ccc(N(C(=O)Cn2nnc(-c3ccc(C)o3)n2)C(C(=O)NC2CCCC2)c2ccco2)cc1 (configuration not stated)	-18%	?	-10%	-0.6%
COc1ccc(NC(=O)c2ccc(CNS(=O)(=O)c3ccc4c(c3)C(C)(C)C(=O)N4C)cc2)cc1	-4%	1%	-8%[10.9 µM]	-0.1%
[N-]=[N+]=CC(=O)CNC(=O)[C@@H](Cc1ccccc1)N1C(=O)c2ccccc2C1=O	-4%	1%	5%	1.4%
COc1ccccc1CN1CCCC2(CCN(C(C)=O)CC2)C1	-3%	-14%	.	-0.1%[11.4 µM]
CC1=NC(C)Cc2ccccc21 (configuration not stated)	15%	-10%	-11%	1.0%
CCn1nc(-c2ccccc2)c(-c2ccccc2)c(C(=O)Nc2ccccc2C#N)c1=O	-15%	1%	10%[10.9 µM]	?
Cc1ccc(C)c(NC(=O)C(=O)NCCc2csc3nc(-c4ccccc4C)nn23)c1	?	?	-4%[10.9 µM]	?
CCOC(=O)c1c(C)n(C)c2ccc(OCC(O)CN3CCN(C)CC3)cc12 (configuration not stated)	4%	-1%	5%	-2.0%
COCCOC(=O)C1=C(N)OC2=C(C(=O)CC(C)(C)C2)C1c1cccnc1 (configuration not stated)	-16%	-7%	-1%	0.1%
CCC(C)N(C(=O)c1csnn1)C(C(=O)NCc1ccc(F)cc1)c1ccco1 (configuration not stated)	-5%	-2%	-8%	0.7%
O=C(CSc1oc(-c2ccco2)nc1S(=O)(=O)c1ccc(Cl)cc1)NCC1CCCO1 (configuration not stated)	-3%	11%	-9%	2.1%
CCC(=O)N1CCN(C(C)=O)C1c1ccccc1 (configuration not stated)	-6%	-7%	0%	-0.7%
Cc1ccc(N(CC(=O)N2CCN(c3cc(C)ccc3C)CC2)S(=O)(=O)c2c(C)nn(C)c2C)cc1	-11%	31%[activator]	-16%[10.9 µM]	?
CS(=O)(=O)N1CCC2(CCCN(c3ccncc3)C2)CC1	-12%	2%	.	2.4%[11.4 µM]
Cc1ccc(NC(=O)C(C)Sc2nc3c(c(=O)[nH]2)CCCC3)cc1Cl (configuration not stated)	-18%	7%	-16%[10.9 µM]	-0.7%

Source: PubChem BioAssay (National Center for Advancing Translational Sciences (NCATS))

Rows are unselected; about 1.7% have a hit in one of these screens.
